# IMPase cell inh = qHTS Assay for Identifying the Cell-Membrane Permeable IMPase Inhibitors | CHO-M1 cells, IP1 accumulation, HTRF TR-FRET ratio | inhibition (IP1 accumulation), % at 46.1 µM | 120,000 tested, under 10 active; active = well fitted curve in the direction sought with a large enough effect in the signal ratio, not every such curve was filed as active; inconclusive = small, poorly fitted or top-dose-only effect, or a change in a side signal; inactive = no such curve, though single readings can be large or run the other way; the % refers to the signal ratio;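 note: cells stimulated with carbachol in lithium chloride buffer; plate controls were DMSO basal wells for no effect and reference inhibitor wells for full effect; higher means more IMPase inhibition seen as more IP1 and lower FRET ratio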
# Target sequence (P97697 whole entry, looked up): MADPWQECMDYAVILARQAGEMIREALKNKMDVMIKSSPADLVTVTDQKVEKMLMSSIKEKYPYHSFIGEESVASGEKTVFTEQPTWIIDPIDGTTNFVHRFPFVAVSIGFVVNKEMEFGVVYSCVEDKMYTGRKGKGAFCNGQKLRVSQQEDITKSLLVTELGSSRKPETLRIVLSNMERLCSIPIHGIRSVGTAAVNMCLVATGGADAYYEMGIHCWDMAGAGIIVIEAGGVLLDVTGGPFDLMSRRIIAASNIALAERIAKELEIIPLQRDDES
#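 Elevated IP1 in lysates lowers TR-FRET signal (665/620 ratio and 620 channel reported). Cells were CHO-M1, given carbachol (50 uM as added) plus 50mM LiCl, pH 7.4, 30 min, 37C; compounds titrated up to 46 uM; AC50 by Hill equation.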
# 15-hLO-2 inh = qHTS Assay for Inhibitors of 15-hLO-2 (15-human lipoxygenase 2). AID 881, 2007. purified 15hLO-2, xylenol orange hydroperoxide absorbance. actives 0.56% (n = 110,000). Potency, µM (doses to about 57.1 µM), for the others: at the top dose activity change, negative = inhibition, actives largely listed as inhibitors; note: potency is the fitted concentration of half-maximal effect; nearly all actives have a fitted effect of over 60% in size; many of its hits are not listed in these tables
#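 Purified human 15hLO-2 (50 nM final) preincubated with compounds 15 min at room temperature in 25 mM Hepes pH 7.5, 0.01% Triton X-100, then 45 uM arachidonic acid added for 90 min; hydroperoxide detected via ferrous/xylenol orange, 573/405 nm absorbance ratio.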
# ALOX12 inhib = qHTS Assay for Inhibitors of 12-hLO (12-human lipoxygenase). Polyunsaturated fatty acid lipoxygenase ALOX12 (Homo sapiens), P18054. purified 12-hLO, xylenol orange hydroperoxide absorbance. actives 0.12% (n = 150,000). AID 1452, 2008. Potency, µM (series often up to 57.1 µM), without a hit: at the highest dose activity change, negative = inhibition, hits mostly inhibitors; note: potency is the fitted concentration of half-maximal effect; nearly all actives have a fitted effect of over 55% in size; many of its hits are not listed in these tables
#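 Purified human 12hLO (150 nM final) was preincubated with compounds for 15 min at room temperature in 25 mM Hepes pH 7.0, 0.01% Triton X-100, then reacted with 40 uM arachidonic acid for 30 min. Hydroperoxide was detected with ferrous iron/xylenol orange.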
# Starred values were filed as active, the others as inactive; ? = inconclusive; . = no result given. Unless noted, calls come from the whole dose curve; as a rule, active = well fitted curve in the direction sought with a large enough effect; inconclusive = small, poorly fitted or top-dose-only effect, or another doubt; inactive = no such curve, though single readings can be large; an effect the other way counts as inactive or inconclusive. Unless noted, % is set by controls: 0 for no effect and ±100 for the full control effect.
item	SMILES	IMPase cell inh	15-hLO-2 inh	ALOX12 inhib
1	Clc1ccccc1-c1cncnc1NCCc1cnc[nH]1	.	3%	.
2	COc1ccc(OC)c(NC(=O)Cn2cc(C(=O)c3ccccc3F)c3ccccc32)c1	?	.	.
3	CCOc1ccc(NC(=O)Cn2cc(C(=O)c3ccccc3)c3ccccc32)cc1	12	.	.
4	CCOc1ccc(CNC(=O)c2cccc(Nc3nc4ccccc4n4nnnc34)c2)cc1OC	?	.	.
5	CCOc1ccc(CN(CCc2ccc3c(c2)OCO3)Cc2cc(OC)ccc2O)cc1	4	.	.
6	Cc1ccccc1-n1c(/C=C/c2ccccc2F)nc2ccccc2c1=O	-8	.	.
7	O=C(COc1ccc(Cl)cc1)Nc1ccc(Cl)cc1C(=O)c1ccccc1	-11	.	.
8	Cc1cc(C)cc(OCC(=O)Nc2ccc(Cl)cc2C(=O)c2ccccc2)c1	12	.	.
9	O=C(Nc1ccc(Br)cc1C(=O)c1ccccc1Cl)c1ccccc1F	1	.	.
10	Cc1cccc(NC(=O)Cn2cc(C(=O)c3ccccc3)c3ccccc32)c1	-1	.	.
11	O=C(COc1cc(Cl)ccc1Cl)Nc1ccc(Cl)cc1C(=O)c1ccccc1	-7	.	.
12	Cc1ccccc1-n1c(/C=C/c2c(C)[nH]c3ccccc23)nc2ccccc2c1=O	-1	.	.
13	CC/C=C\C/C=C\C/C=C\C/C=C\C/C=C\CCCC(=O)NC(C)C(=O)O (stereo not given)	.	.	-5%
14	CCCCC/C=C\C/C=C\C/C=C\CCCCC(=O)NCCc1ccc(O)c(O)c1	.	.	-28%
15	CCCCC[C@@H](/C=C/C=C\CCCCCCCCCC(=O)O)OO	.	.	-3%
16	CCCCCCCCCCCCC/C=C/[C@@H](O)[C@@H](N)COP(=O)([O-])OCC[N+](C)(C)C	.	.	1%

# Laid out differently: results already given
# Every second line gives: IMPase cell inh	15-hLO-2 inh	ALOX12 inhib
1. Clc1ccccc1-c1cncnc1NCCc1cnc[nH]1
→ .	3%	.
7. O=C(COc1ccc(Cl)cc1)Nc1ccc(Cl)cc1C(=O)c1ccccc1
→ -11	.	.
3. CCOc1ccc(NC(=O)Cn2cc(C(=O)c3ccccc3)c3ccccc32)cc1
→ 12	.	.
6. Cc1ccccc1-n1c(/C=C/c2ccccc2F)nc2ccccc2c1=O
→ -8	.	.
15. CCCCC[C@@H](/C=C/C=C\CCCCCCCCCC(=O)O)OO
→ .	.	-3%
14. CCCCC/C=C\C/C=C\C/C=C\CCCCC(=O)NCCc1ccc(O)c(O)c1
→ .	.	-28%

# Part of the list above in order of molecular weight, ascending.
item	SMILES	IMPase cell inh	15-hLO-2 inh	ALOX12 inhib
12	Cc1ccccc1-n1c(/C=C/c2c(C)[nH]c3ccccc23)nc2ccccc2c1=O	-1	.	.
3	CCOc1ccc(NC(=O)Cn2cc(C(=O)c3ccccc3)c3ccccc32)cc1	12	.	.
4	CCOc1ccc(CNC(=O)c2cccc(Nc3nc4ccccc4n4nnnc34)c2)cc1OC	?	.	.

# Some of the entries above in another layout.
# Values in the order: IMPase cell inh | 15-hLO-2 inh | ALOX12 inhib
9) O=C(Nc1ccc(Br)cc1C(=O)c1ccccc1Cl)c1ccccc1F
 : 1 | . | .
10) Cc1cccc(NC(=O)Cn2cc(C(=O)c3ccccc3)c3ccccc32)c1
 : -1 | . | .

# Assay outcomes (PubChem BioAssay)

# An excerpt; count on the stated rates, not on these rows.
